Screening data: PubChem BioAssay, National Center for Advancing Translational Sciences (NCATS)
RGS4 inh = human RGS4 inhibition; P49798; Transcreener GDP fluorescence polarization, RGS4-accelerated GTP hydrolysis; Potency, µM (doses to about 114 µM), without a hit: top-dose activity change, negative = inhibition, usual class: inhibitors; 390,000 compounds, 0.039% hits; further: potency means the concentration at half of the fitted maximal effect; on the % scale 0 is the no-effect control and ±100 the full control effect; nearly all actives have a fitted effect of over 75% in size; some results filed as inactive show a strong effect at the top dose
Target sequence (P49798 whole entry, looked up): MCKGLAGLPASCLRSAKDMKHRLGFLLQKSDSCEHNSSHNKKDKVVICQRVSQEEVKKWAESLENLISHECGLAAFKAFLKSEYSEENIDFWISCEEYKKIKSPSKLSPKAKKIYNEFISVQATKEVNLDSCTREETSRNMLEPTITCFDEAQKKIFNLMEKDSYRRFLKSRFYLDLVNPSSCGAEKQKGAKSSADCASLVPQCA
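MLSMR compounds (23 nl, pin-transferred) preincubated 10 min at room temperature with a 500nM (2x) first reagent, then RGS4 at 900nM (2x) plus Transcreener GDP mix added; fluorescence polarization (620/688 nm) read before and after 90 min at 30 °C.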
D2 agonist = D2 dopamine receptor (human) agonism | 340,000 compounds, 0.53% hits | activation, % at 2 µM | AID 485358 | HEK293 T-REx D2 cells, calcium flux agonist mode;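 active means activation over 3 SD above normal in the single-dose calcium agonist read, cut at about 30% in these data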; further: 0% is about no effect
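Tetracycline-induced HEK293 Trex cells with D2 receptor force-coupled to calcium signaling, plated overnight at 30 C and loaded with no-wash calcium dye. Calcium flux read kinetically for 180 s after compound addition; responses flag agonists.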
LDHA inh = blocks human lactate dehydrogenase A. P00338. purified LDHA, NADH/diaphorase-resazurin fluorescence; stronger effect = lower value. activity change, % (values are at about 110 or 230 µM). 480,000 compounds, 0.15% hits; in the data active means activity change below about -30%; inconclusive means mostly about -25% to -30%;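 further: plate controls were DMSO wells for no effect and wells without enzyme for full effect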
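Remaining NADH was detected by diaphorase (0.133 mg/mL) converting 37 µM resazurin to fluorescent resorufin, read at 0 and 20 minutes. The preceding 5-minute room-temperature reaction used 2 nM LDHA, 0.2 mM sodium pyruvate and 0.06 mM NADH at pH 7.4.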
Vif-A3F inh = blocks the Vif interaction with APOBEC3F | Potency, µM (doses to about 46.1 µM), for the others: at the top dose activity, negative = active | 390,000 compounds, 0.2% hits | HeLa A3F-eYFP + Vif (tagged APOBEC3F with the HIV-1 protein that degrades it), YFP fluorescence increase; further: potency means the concentration at half of the fitted maximal effect; % of control where 0% means no effect; nearly all actives have a fitted effect of over 65% in size
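HeLa cells stably expressing Vif plus C-terminally eYFP-tagged A3F were seeded, incubated overnight at 37 deg C, dosed with compound, incubated overnight again at 37 deg C. Yellow fluorescence (Ex 488/Em 500-530) reported blocked Vif-mediated A3F-eYFP degradation.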
Vif-A3G inh = inhibitors of Vif-APOBEC3G interaction; Potency, µM (titrated, usually from 46.1 µM), for the others: at the highest dose activity, negative = active, most hits filed as inhibitors; HeLa A3G-eYFP + Vif (tagged APOBEC3G with the HIV-1 protein that degrades it), YFP fluorescence, overnight; AID 602310; 410,000 compounds, 0.076% hits; Q9HC16;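 further: potency means the concentration at half of the fitted maximal effect; on the % scale 0 is the no-effect control and ±100 the full control effect; nearly all actives have a fitted effect of over 60% in size; hits raise eYFP signal because A3G escapes Vif-driven loss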
Target sequence (Q9HC16 whole entry, looked up): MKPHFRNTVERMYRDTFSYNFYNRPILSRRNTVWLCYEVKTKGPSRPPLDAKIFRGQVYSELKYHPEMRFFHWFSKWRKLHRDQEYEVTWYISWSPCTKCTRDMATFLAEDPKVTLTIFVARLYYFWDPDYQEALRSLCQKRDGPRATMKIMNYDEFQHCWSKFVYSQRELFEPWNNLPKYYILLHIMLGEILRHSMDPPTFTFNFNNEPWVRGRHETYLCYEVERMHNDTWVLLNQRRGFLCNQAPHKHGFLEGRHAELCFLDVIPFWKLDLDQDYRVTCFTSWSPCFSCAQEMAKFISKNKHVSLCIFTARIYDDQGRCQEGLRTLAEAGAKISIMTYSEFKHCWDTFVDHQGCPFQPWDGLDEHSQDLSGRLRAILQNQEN
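HeLa cells stably expressing Vif and C-terminally eYFP-tagged A3G, seeded overnight at 37 deg C, then exposed to compound by pintool overnight at 37 deg C. Rise in yellow fluorescence (Ex 488/Em 500-530, Acumen) marks blocked Vif-driven A3G degradation.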
ALOX12 inh = inhibitors of human 12S-lipoxygenase ALOX12; P18054; 580,000 compounds, 1.1% hits; AID 1671190; Potency, µM (highest dose often 108 µM), inactives show at the top dose activity change, negative = inhibition, usual class: inhibitors; purified 12hLO, xylenol orange hydroperoxide absorbance; further: potency means the concentration at half of the fitted maximal effect; on the % scale 0 is the no-effect control and ±100 the full control effect
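Hydroperoxide product was detected by ferrous iron/xylenol orange as the 573 to 405 nm absorbance ratio. Arachidonic acid at 40 uM (final) was turned over for 30 min at room temperature by 150 nM human 12hLO, pH 7.0 Hepes buffer, after 15 min compound preincubation.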
ERG-DNA inh = blocks human ERG Ets domain binding to DNA | P11308 | fluorescence polarization, His-ERG Ets domain / labelled DNA | Potency, µM (highest dose often 76.9 µM), inactives show at the top dose FP activity, negative = inhibition, actives largely listed as inhibitors | 370,000 compounds, 0.028% hits; active means well fitted inhibition curve with a large enough effect in the polarisation, with a control signal flat; inconclusive means small, poorly fitted or top-dose-only effect, or effect the other way, or a change in a side signal; inactive means no such curve, though single readings can be large or run the other way; the % refers to the polarisation;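 further: polarization taken with two DNA probes labelled with fluorescein and Texas red; potency means the concentration at half of the fitted maximal effect; % of control where 0% means no effect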
Target sequence (P11308 whole entry, looked up, the tested form may be a part): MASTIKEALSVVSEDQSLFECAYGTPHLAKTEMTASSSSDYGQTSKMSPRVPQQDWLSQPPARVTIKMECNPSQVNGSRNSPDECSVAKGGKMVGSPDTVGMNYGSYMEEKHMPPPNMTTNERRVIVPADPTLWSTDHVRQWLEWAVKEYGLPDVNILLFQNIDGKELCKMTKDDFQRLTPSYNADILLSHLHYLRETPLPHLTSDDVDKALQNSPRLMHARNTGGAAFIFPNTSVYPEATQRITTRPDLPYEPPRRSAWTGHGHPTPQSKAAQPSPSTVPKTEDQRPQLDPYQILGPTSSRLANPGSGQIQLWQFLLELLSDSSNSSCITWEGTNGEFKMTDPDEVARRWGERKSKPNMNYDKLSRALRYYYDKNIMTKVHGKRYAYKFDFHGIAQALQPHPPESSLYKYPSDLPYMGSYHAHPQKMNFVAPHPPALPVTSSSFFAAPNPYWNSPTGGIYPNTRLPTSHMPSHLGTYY
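His-tagged ERG Ets domain (1 uM in the protein solution; 300mM KCl, 50mM Tris-HCl, 1mM EDTA, 1mM DTT, pH 7.5) received compound, then a probe mix of 5 nM fluorescein-DNA and 100nM Texas-615-DNA. Fluorescence polarization was read for both dyes.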
D2 antag = D2 dopamine receptor (human) antagonism; HEK293 TREx D2 cells, calcium flux, dopamine EC80; inhibition, % at 10 µM; 340,000 compounds, 2% hits; P14416; in the data active means inhibition above about 30%; further: 0% is about no effect
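Calcium flux kinetic readout in an inducible HEK293 TREx D2 line plated overnight at 30 C. After 180 s compound exposure, an EC80 dopamine challenge follows with another 180 s kinetic read to detect antagonism.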
GRP78 ERSR act = induces the endoplasmic reticulum stress response in human glioma cells; U87-MG GRP78 promoter luciferase reporter, 16 h; Potency, µM, inactives show top-dose activation, usual class: activators; 420,000 compounds, 0.02% hits; further: potency means the concentration at half of the fitted maximal effect; series mostly up to about 76 µM; % of control where 0% means no effect; nearly all actives have a fitted effect of over 35% in size
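Stably transfected U87-MG human glioma cells carrying a GRP78-based luminescent sensor were seeded at 1000 cells/well, pin-dosed with compounds and incubated 16 h. Luciferase reagent was then added, and end-point luminescence was read after 10 min at room temperature.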
* = called active by the depositor; i = inactive; u = inconclusive; x = no result given; & = joins results of further samples; [ ] = remark or other dose. Unless noted, the call rests on the fitted dose curve; in most records, active means well fitted curve in the direction sought with a large enough effect; inconclusive means small, poorly fitted or top-dose-only effect, or another doubt; inactive means no such curve, though single readings can be large; an effect the other way counts as inactive or inconclusive.

SMILES	RGS4 inh	D2 agonist	LDHA inh	Vif-A3F inh	Vif-A3G inh	ALOX12 inh	ERG-DNA inh	D2 antag	GRP78 ERSR act
O=S(=O)(c1ccccc1)c1nc(-c2ccccc2Cl)oc1NCCCN1CCOCC1	-16%	x	-1	0%	-4%	-14%	10%	x	-1%
CC(=O)Nc1ccc(OC(=O)N2CCCC2)cc1	-6%	-0.1	0	-2%	-3%	13%	-7%	-2	-2%
CCN(CC)CCCNC(=O)C(C)n1nc(C)n2c(cc3occc32)c1=O (stereo not given)	0%	0.4	-2	-15%	0%	-18%	-5%	x	-1%
NC(CO)(CO)COCc1ccccc1	5%	2.2	-1	-4%	-8%	u	-1%	-6	-2%
COc1ccccc1/C=C/C(=O)OCC(=O)Nc1cc(C(F)(F)F)ccc1N1CCOCC1	-7%	0.9	-15	-19%	-18%	1%	-5%	0	-1%
CC(=O)C1=C(O)C(=O)N(CCc2c[nH]c3ccccc23)C1c1ccc(O)cc1 (stereo not given)	3%	1.0	3	-20%	1%	8.9µM*	-6%	3	-1%
O=C(CC12CC3CC(CC(C3)C1)C2)N/N=C/c1ccc([N+](=O)[O-])o1	-24%	4.6	6	-20%	-16%	9%	9%	9	-5%
O=C(Nc1ccc2c(c1)OCO2)c1nn(-c2ccccc2)c(=O)c2ccccc12	-3%	-1.2	3	x	-1%	0%	1%	2	-5%
CCn1ccnc1CN(C)Cc1cn[nH]c1-c1ccc(OC)c(F)c1	-6%	0.1	-14	-2%	9%	7%	4%	4	-3%
O=C(O)Cc1ccc(C(=O)CSc2ccccc2)s1	-28%	0.9	-2	2%	1%	-3%	13%	18	4%
Cc1noc(C)c1NC(=O)N(C)C[C@@H]1Oc2ncc(Br)cc2C(=O)N([C@@H](C)CO)C[C@H]1C	x	x	-1	0%	-1%	19%	x	x	-2%
Cc1ccc(C(=O)Nc2cc(-c3cn4cccnc4n3)ccc2C)cc1C	14%	0.5	-2	-3%	1%	u	2%	x	-4%
COc1cccc(C(=O)Nc2ccc(F)cc2F)c1	-28%	-0.1	1	2%	2%	0%	6%	8	8%
Cc1cc(C2=NNC(=NCCc3ccccc3)SC2)c(C)n1-c1c(C)n(C)n(-c2ccccc2)c1=O	-47%	14	-2	9%	-2%	u	-2%	-19	1%
CC1(C(=O)NCCC#N)CCN1C(=O)Cc1ccc(-c2ccccc2)cc1 (stereo not given)	x	x	-10	x	4%	-3%	x	x	-2%
O=C(COC(=O)CCC(=O)c1cccs1)Nc1ncc(Cl)cc1Cl	-4%	-0.3	2	-4%	0%	u	4%	-21	-2%
COc1cc(CCC(=O)OCC(=O)NCC2CCCCC2)cc(OC)c1OC	-13%	13	-10	-1%	-5%	5%	-2%	-36	0%
C/C(=N\NC(=O)c1cccc(C)c1)c1ccc(N2CCOCC2)cc1	-11%	0.2	-5	u	2%	-10%	-8%	-12	-1%
COC(=O)C1=CN(C)C=C(C(=O)OC)C1c1ccccc1Cl	13%	0.9	-6	x	-1%	0%	-12%	5	-5%
COC(=O)c1nc2ccccc2s1	4%	-0.3	-5	1%	2%	-1%	6%	-17	-1%
O=C(CSc1nnc2ccccn12)c1ccc2c(c1)OCCO2	-3%	0.2	-1	-3%	1%	u	3%	-8	-12%
C/C(=N\NC(=O)c1c(Br)c(C)nn1C)c1cccc(NC(=O)c2ccccc2F)c1	-14%	-0.1	-8	-36%	-6%	-14%	-6%	0	-6%
OCCn1c(SCCOc2ccccc2F)nc2ccccc21	-17%	-0.3	-3	x	-3%	-28%	13%	-17	2%
CC(C)Oc1ccc(CNC(=O)Cn2c(=O)oc3ccccc32)cc1	-1%&-3%	-0.4&-0.5	2&-3	-2%&2%	1%&0%	-12%	-8%&3%	9	-4%&-1%
Cc1cc(C)c2nc(N3C(=O)C(O)=C(C(=O)c4ccco4)C3c3ccco3)sc2c1 (stereo not given)	u	4.5	-1	3%	-1%	u	3%	14	6%
Cc1ccc(C)c(Cn2cnc3c(cnn3C(C)(C)C)c2=O)c1	23%	-0.3	-1	x	-3%	i	0%	-4	-4%
CC(O)(c1ccccc1)c1nc(-c2ccc(F)c(Cl)c2)cs1 (stereo not given)	x	x	-5	x	-13%	-25%	x	x	-3%
CCC(C)NC(=O)c1cc(OC)c(OC)c(OC)c1 (stereo not given)	-22%	0.1	3	0%	-1%	12%	4%	-4	-4%
Cc1cccc(NC(=O)CN2C(=O)C(C)Oc3ccccc32)n1 (stereo not given)	18%	0.1	0	-3%	3%	0%	-4%	-18	-2%
CCOC(=O)c1c2c(n(C)c1C)C(=O)C(=O)c1ccc(Br)cc1-2	10%[11.4 µM]	x	20	1%	-13%	0%	-3%	x	-7%
CN(C)c1oc(/C=C/c2cccs2)nc1S(=O)(=O)c1ccccc1	-34%	-0.1	0	-3%	7%	-4%	10%	1	-7%
CCOCCc1nn2c(=O)cc(COC(=O)c3ccccc3NC(=O)c3ccccc3F)nc2s1	-28%	1.4	-6	3%	-2%	-25%	-1%	x	0%
CC(=O)c1cccc(CN2CCN(CC=C(C)C)C(CCO)C2)c1 (stereo not given)	-10%	0.8	-11	-6%	2%	u	-6%	-8	-5%
OC(CNCc1ccccc1Cl)COc1ccc(F)cc1 (stereo not given)	-5%	-0.4	-15	-7%	-8%	2%	3%	23	-2%
O=C(O)CCCCCCCCc1cn(CCc2c[nH]c3ccccc23)nn1	20%	93*	-13	-1%	-2%&-4%	-18%	3%	-1	-3%&-3%
CN(C)S(=O)(=O)c1cccc(-c2nnc3n2CCCCC3)c1	0%	-0.2	-7	2%	0%	19%	5%	4	-1%
COc1cc(NC(=O)c2nccnc2C(=O)O)cc(OC)c1	5%	1.1	6	4%	2%	4.5µM*	9%	-1	-4%
CCN(CC(=O)Nc1cc(Cl)ccc1C)c1ncnc2sc(C)c(C)c12	12%	-0.5	-4	4%	-3%	6%	-11%	-10	-6%
Cc1ccc(C(=O)N2CCN(c3ccc4c(c3)C3CC4CCN3C(=O)OCc3ccccc3)CC2)cc1 (stereo not given)	x	x	-1	x	-2%	u	x	x	1%
Cc1ccc(OCCNC(=O)CNC(=O)Cc2cccc3ccccc23)cc1	3%	x	1	x	-1%	x	x	x	-3%
Cc1ccccc1OCC(=O)Nc1ccccc1C(=O)OCc1cc(=O)n2c(C)csc2n1	-4%	1.3	0	-5%	-3%	u	5%	x	0%
COc1ccc(S(=O)(=O)N(C)c2ccc(C(=O)NCc3ccncc3)cc2)cc1	0%	-0.7	-1	-9%	0%	-12%	10%	1	-3%
CCN(c1ccccc1)S(=O)(=O)c1ccc(C(=O)NCc2ccccn2)cc1	-43%	-0.2	1	-14%	1%	12%	10%	-11	-2%
CC(NC(=O)c1cccc(S(=O)(=O)N2CCN(Cc3ccccc3)CC2)c1)c1ccc(Br)cc1 (stereo not given)	-2%	6.2	-2	0%	-2%	u	5%	3	-7%
Cc1cccc(C)c1OCCSc1n[nH]c(N)n1	-3%	-0.3	-8	-5%	-9%	-22%	-3%	7	0%
O=C(O)CCC(=O)NNC(=O)CCCOc1ccc(Cl)cc1Cl	-24%[11.4 µM]	-0.6	-7	0%	2%	4%	11%	-14	-5%
COc1ccc(N2C(=O)CC(Nc3cccc([N+](=O)[O-])c3)C2=O)cc1 (stereo not given)	4%	-0.7	1	-11%	0%	-6%	-4%	5	2%
CN1CCN(C(=O)CN(C2CCCCC2)S(=O)(=O)c2ccccc2)CC1	-10%	1.0	-7	-1%	0%	8%	4%	-8	0%
Nc1c(N(CCCO)C(=O)CCCN2C(=O)c3cccc4cccc(c34)C2=O)c(=O)[nH]c(=O)n1Cc1ccccc1	-31%	x	-11	-11%	1%	6%	x	x	-5%
Cc1cc(NC(=O)CN2CCC(n3nnc4cc(C(F)(F)F)ccc43)CC2)no1	-18%	0.4	-4	0%	0%	2%[57.4 µM]	x	-18	-5%

Following part.
SMILES	RGS4 inh	D2 agonist	LDHA inh	Vif-A3F inh	Vif-A3G inh	ALOX12 inh	ERG-DNA inh	D2 antag	GRP78 ERSR act
N#Cc1nc(-c2ccco2)oc1N1CCc2ccccc2C1	-19%	0.0	2	1%	0%	u	-5%	-8	5%
O=C(O)c1ccccc1-c1ccccc1C(=O)Nc1cccc(O)c1	u	0.9	-6	4%	0%	-6%	2%	9	-3%
O=C(COC(=O)c1nn(CCO)c(=O)c2ccccc12)Nc1ccc(Cl)c(Cl)c1	-16%	x	-5	-1%	-4%	-8%	1%	x	-3%
O=C(COC(=O)COc1ccccc1[N+](=O)[O-])NCc1ccc2c(c1)OCO2	7%	x	-2	5%	0%	u	7%	x	-4%
CCN(C(=O)COC(=O)/C=C/c1ccc(S(=O)(=O)N2CCc3ccccc32)cc1)C1CCS(=O)(=O)C1 (stereo not given)	17%	2.7	-9	6%	0%	u	2%	14	-7%
O=C(c1cc(=O)c2ccccc2o1)N1CCN(c2ccccc2F)CC1	-16%	17	-3	0%	0%	12%	-2%	-14	-1%
CCOC(=O)c1sc(NC(C)=O)cc1C	-2%	0.1	-2	1%	-1%	26%[57.4 µM]	-5%	-7	0%

This is a subset; rates above refer to the full screens.
